IL2 activator: activates IL-2 in a cell-based reporter assay; IL-2 activation reporter assay, cell-based qHTS; stimulated with anti-CD3/CD4/CD28 beads; in transgenic mouse T cells; activation, % (series mostly up to about 46 µM); hit rate 0.065% among 360,000; AID 652025; in the data active = activation above about 50%; inconclusive = mostly about 30% to 49%; note: 0% is about no effect
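Screening format: compound pinned onto unstimulated transgenic mouse T cells, 60 min incubation, then anti-CD3/anti-CD4/anti-CD28 bead stimulation for 18 hours at 37 degrees C, followed by EGFP and DsRed detection.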
GLP1R cytotox: cytotoxicity counter-screen for GLP-1 receptor inverse agonists | HEK293 cAMP-luciferase reporter cells, luminescence, 24 h | Potency, µM (titrated, usually from 38.3 µM), without a hit: top-dose activity change, negative = inhibition, hits mostly inhibitors | hit rate 0.13% among 410,000;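 note: loss of luciferase light is scored as toxicity; potency is the fitted concentration of half-maximal effect; % is set by controls: 0 for no effect and ±100 for the full control effect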
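1536-well qHTS counterscreen of the MLSMR; 200 cells/uL, 12 h pre-incubation, 23 nL cpd, 24 h at 37 deg C 5% CO2, luciferase detection reagent, 12 min RT, luminescence. Inhibition = undesired.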
D3 ag: D3 dopamine receptor (human) agonism | P35462 | D3R DiscoveRx beta-arrestin cells, luminescence, 90 min | max activation, % | hit rate 0.58% among 410,000; in the data active = max activation above about 30%; note: 0% is about no effect; mostly tested at two doses, the higher about 12 µM
Target sequence (P35462 whole entry, looked up): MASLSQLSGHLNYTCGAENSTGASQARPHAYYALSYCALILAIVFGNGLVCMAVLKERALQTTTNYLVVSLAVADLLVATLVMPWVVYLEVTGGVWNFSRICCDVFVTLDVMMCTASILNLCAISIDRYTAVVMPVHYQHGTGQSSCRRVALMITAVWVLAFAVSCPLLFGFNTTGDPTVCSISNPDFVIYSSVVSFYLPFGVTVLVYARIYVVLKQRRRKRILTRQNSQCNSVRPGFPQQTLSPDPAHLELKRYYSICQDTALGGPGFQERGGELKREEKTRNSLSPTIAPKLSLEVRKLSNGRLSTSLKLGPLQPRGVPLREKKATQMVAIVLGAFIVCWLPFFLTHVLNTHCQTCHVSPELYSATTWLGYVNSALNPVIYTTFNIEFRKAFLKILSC
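Agonist mode: compounds and dopamine controls were applied to plated cells for 90 min at 37 degrees C after an overnight attachment at 1500 cells/well. Luminescent read-out followed 30 - 60 minutes at room temperature with DiscoveRx detection reagent.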
DRD3 antagonist: blocks the human D3 dopamine receptor | hit rate 2.5% among 360,000 | max response, negative = inhibition, % | P35462 | D3R cells, DiscoveRx beta-arrestin luminescence, antagonist mode; hits give low values; in the data active = max response below about -50%; inconclusive = no clear call, values can overlap the other calls; note: % is set by controls: 0 for no effect and ±100 for the full control effect; mostly tested at two doses, the higher about 12 µM
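Cells plated overnight at 1500 cells/well, then exposed to library compounds with dopamine controls for 90 minutes at 37 degrees C. DiscoveRx reagent added for 30–60 minutes at room temperature; luminescence read, quantitative HTS format.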
PLK1 PBD inh: blocks phosphopeptide binding to human PLK1 polo-box domain | Plk1 PBD binding of FITC phosphopeptide, fluorescence polarization | hit rate 2.8% among 360,000 | P53350 | Potency, µM, for inactives: max response, negative = inhibition, most hits filed as inhibitors | AID 720504; note: potency is the fitted concentration of half-maximal effect; series mostly up to about 57 µM; % is set by controls: 0 for no effect and ±100 for the full control effect; nearly all actives have a fitted effect of over 65% in size
GLP1R ag: activates the human GLP-1 receptor | AID 624172 | P43220 | Potency, µM (titrated, usually from 45.6 µM), for inactives: at the highest dose activation, hits mostly activators | HEK293 GLP-1R CRE-luciferase, luminescence, 4-6 h; cells express a hypersensitive GLP-1R form | hit rate 0.007% among 380,000; note: potency is the fitted concentration of half-maximal effect; % of control where 0% means no effect
Target sequence (P43220 whole entry, looked up): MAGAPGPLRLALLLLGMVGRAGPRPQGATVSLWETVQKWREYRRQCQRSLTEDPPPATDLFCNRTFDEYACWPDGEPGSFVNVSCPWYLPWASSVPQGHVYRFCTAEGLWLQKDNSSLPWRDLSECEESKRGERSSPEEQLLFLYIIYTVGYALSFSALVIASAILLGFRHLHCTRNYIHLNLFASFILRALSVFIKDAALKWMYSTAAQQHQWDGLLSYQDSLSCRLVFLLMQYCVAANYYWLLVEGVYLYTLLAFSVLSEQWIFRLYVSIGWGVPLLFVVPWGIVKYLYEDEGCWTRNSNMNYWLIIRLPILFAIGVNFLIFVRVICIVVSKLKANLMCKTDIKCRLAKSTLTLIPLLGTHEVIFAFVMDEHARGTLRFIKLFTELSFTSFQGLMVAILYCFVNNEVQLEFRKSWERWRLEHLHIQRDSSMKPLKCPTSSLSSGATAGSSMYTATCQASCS
WRN helicase inh: WRN helicase (human) inhibition; WRN helicase unwinding, fluorescent forked duplex, kinetic; AID 651768; Potency, µM (titrated, usually from 114 µM), for the others: at the highest dose activity change, negative = inhibition, most hits filed as inhibitors; Q14191; hit rate 0.46% among 360,000; note: potency is the fitted concentration of half-maximal effect; % is set by controls: 0 for no effect and ±100 for the full control effect; nearly all actives have a fitted effect of over 55% in size
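Enzyme (20 nM final) and test compound sit together 15 min at room temperature before substrate addition. Substrate is a single-forked duplex oligonucleotide (100 nM) labelled with fluorophore and quencher, with 2 mM ATP; helicase unwinding raises red fluorescence, read kinetically.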
GLP1R inv ag: inverse agonists of human GLP-1 receptor; Potency, µM (series often up to 38.3 µM), inactives show at the top dose activity change, negative = inhibition, usual class: inhibitors; hit rate 1.6% among 410,000; HEK293 GLP-1R CRE-luciferase, luminescence, 24 h; GLP-1R form is constitutively active; P43220; note: potency is the fitted concentration of half-maximal effect; % is set by controls: 0 for no effect and ±100 for the full control effect; nearly all actives have a fitted effect of over 55% in size
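Using stably transfected HEK293 (constitutively active GLP-1R, cAMP-luciferase reporter), compounds were incubated 24 hr and luciferase measured by luminescence.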
PI5P4Ka inh: blocks human PI5P4K alpha kinase activity. P48426. PI5P4Kalpha enzyme, ADP-Glo luminescence, 60 min; hits give low values. max response, %. hit rate 1.2% among 330,000. AID 652105; active = max response of -50% or lower; inconclusive = between -30% and -50%; inactive = -30% or higher; note: value at the top dose of about 77 µM; % is set by controls: 0 for no effect and ±100 for the full control effect
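ADP-Glo luminescence end-point after a 60 min room-temperature kinase reaction. PI5P4Kalpha and substrate in HEPES pH 7.4 buffer with EGTA, 0.1% CHAPS and 5% DMSO; ATP at 5 microM final.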
Numbers without * were called inactive; ? = inconclusive; . = not tested or not shown; & = joins results of further samples; [ ] = dose if it differs, or a comment. Unless noted, calls come from the whole dose curve; as a rule, active = well fitted curve in the direction sought with a large enough effect; inconclusive = small, poorly fitted or top-dose-only effect, or another doubt; inactive = no such curve, though single readings can be large; an effect the other way counts as inactive or inconclusive.

The first nine records as a preview:
SMILES | IL2 activator | GLP1R cytotox | D3 ag | DRD3 antagonist | PLK1 PBD inh | GLP1R ag | WRN helicase inh | GLP1R inv ag | PI5P4Ka inh
Cc1ccccc1CSc1nnc(-c2ccccn2)n1C | -4.8 | -11% | 0 | 19 | -2% | 22% | 1% | 2% | 1
CCOC(=O)C1(Cc2cccc(OC)c2)CCCN(C(=O)CSC)C1 (stereo not given) | -1.5 | 2% | -5 | 6 | -13% | 3% | 4%[57.1 µM] | -9% | 4
O=C(CN(Cc1ccccc1F)C(=O)c1csnn1)NCc1ccc2c(c1)OCO2 | -3.5 | 6% | -26 | -14 | -1% | 6% | 4% | 2% | 3
CCN(CC)CCNC(=O)c1ccccn1 | -4.1 | -12% | -2 | -1 | -5% | -24% | -22% | 15% | 6
CN(C)Cc1ccc(CNC(=O)c2ccc(Cl)c(S(=O)(=O)NC3CC3)c2)cc1 | -0.5 | -17% | -4 | 15 | -5% | -4% | 1% | -28% | -3
COc1cc(C(=O)Nc2ccc(S(=O)(=O)NC(C)C)cc2)cc(OC)c1OC | -0.8 | 10% | 1 | -19 | -3% | 7% | -9% | 0% | .
COC(=O)c1c(-c2c(Cl)cccc2Cl)noc1NC(=O)NN1CCOCC1 | 0.1 | -12% | 4 | 19 | -4% | 20% | 1% | 8% | 0
CN(C)C(=O)CCc1ccc2c3c([nH]c2c1)[C@]1(C)[C@@H](C(=O)N2CCCCC2)C[C@H](CC(=O)NC(C)(C)C)C(=O)N1CC3 | -0.3 | -3% | -6 | 1 | -6% | -4% | -3% | 0% | 3
S=C(Nc1ccc(Cl)cc1)Nc1ccc2cn[nH]c2c1 | -0.5 | -5% | -11 | 5 | -14% | -3% | 2% | -7% | -2

Main list, previewed entries included:
SMILES | IL2 activator | GLP1R cytotox | D3 ag | DRD3 antagonist | PLK1 PBD inh | GLP1R ag | WRN helicase inh | GLP1R inv ag | PI5P4Ka inh
Cc1ccccc1CSc1nnc(-c2ccccn2)n1C | -4.8 | -11% | 0 | 19 | -2% | 22% | 1% | 2% | 1
CCOC(=O)C1(Cc2cccc(OC)c2)CCCN(C(=O)CSC)C1 (stereo not given) | -1.5 | 2% | -5 | 6 | -13% | 3% | 4%[57.1 µM] | -9% | 4
O=C(CN(Cc1ccccc1F)C(=O)c1csnn1)NCc1ccc2c(c1)OCO2 | -3.5 | 6% | -26 | -14 | -1% | 6% | 4% | 2% | 3
CCN(CC)CCNC(=O)c1ccccn1 | -4.1 | -12% | -2 | -1 | -5% | -24% | -22% | 15% | 6
CN(C)Cc1ccc(CNC(=O)c2ccc(Cl)c(S(=O)(=O)NC3CC3)c2)cc1 | -0.5 | -17% | -4 | 15 | -5% | -4% | 1% | -28% | -3
COc1cc(C(=O)Nc2ccc(S(=O)(=O)NC(C)C)cc2)cc(OC)c1OC | -0.8 | 10% | 1 | -19 | -3% | 7% | -9% | 0% | .
COC(=O)c1c(-c2c(Cl)cccc2Cl)noc1NC(=O)NN1CCOCC1 | 0.1 | -12% | 4 | 19 | -4% | 20% | 1% | 8% | 0
CN(C)C(=O)CCc1ccc2c3c([nH]c2c1)[C@]1(C)[C@@H](C(=O)N2CCCCC2)C[C@H](CC(=O)NC(C)(C)C)C(=O)N1CC3 | -0.3 | -3% | -6 | 1 | -6% | -4% | -3% | 0% | 3
S=C(Nc1ccc(Cl)cc1)Nc1ccc2cn[nH]c2c1 | -0.5 | -5% | -11 | 5 | -14% | -3% | 2% | -7% | -2
O=C(NCCS(=O)(=O)N1CCN(c2ccccc2)CC1)c1ccc2c(c1)OCO2 | -0.5 | -4% | 1 | 16 | -2% | 0% | -6% | -14% | 5
Cc1ccc(OCC(=O)N/N=C\c2ccc(O)cc2)c([N+](=O)[O-])c1 | 0.8 | 5%[7.66 µM] | 1 | 5 | -2% | 13% | -15% | -6%[7.66 µM] | 1
CC(=O)c1cccc(NC(=O)Cn2cnc(S(=O)(=O)N3CCOCC3)c2)c1 | 0.6 | 0% | 1 | 1 | -7% | -4% | 4% | 14% | -13
O=C(Nc1ccccc1F)C1CCN(C(=O)Cc2ccccc2)CC1 | -0.7 | -10% | -2 | -9 | -14% | -10% | -7% | 0% | 0
CSCC(=O)N1CCC(CCC(=O)NC2CC2)CC1 | 2.1 | -6% | 1 | 6 | 3% | -1% | 1% | 10% | 1
C=Cc1ccc(Cn2c(C)c(C(=O)NCCC#N)sc2=O)cc1 | -0.1 | -11% | 3 | 10 | -3% | 1% | 14%[57.1 µM] | 10% | 0
CCCC(=O)NC(c1ccccc1)c1c(O)ccc2ccccc12 (stereo not given) | -3.5 | -11% | 2 | -8 | -17% | -3% | 0% | ? | 4
CN(c1ccccc1)S(=O)(=O)c1nnc(NC(=O)COc2ccccc2)s1 | -2.4 | -6%&-2% | 2&10 | -16 | -10% | -2% | -7%[11.6 µM] | -20%&-3% | -30
COc1ccc(CNC(=O)c2cn(Cc3ccccc3F)c(=O)s2)cc1 | 1.1 | -2% | 3 | 14 | -3% | 2% | 0%[57.1 µM] | -6% | 0
O=C(c1cccc(NS(=O)(=O)c2cccc([N+](=O)[O-])c2)c1)N1CCOCC1 | 0.2 | -1% | 3 | -20 | -20% | 6% | 2% | 12% | -6
CCOC(=O)c1c(C)[nH]c(C=O)c1Cc1cccc(Cl)c1 | 1.6 | 13% | 0 | -5 | -18% | 1% | -5% | ? | 10
CC(=O)c1c2c3c(cccc3n(C)c1=O)C(=O)c1ccccc1-2 | 7.7 | -21% | 3 | 16 | ? | 5% | -20% | 4% | -11
O=C(CNC(=O)c1ccc(Br)o1)OCc1ccc(Br)cc1 | 1.7 | 2% | 9 | -11 | -10% | -1% | -6% | -4% | 1
O=C(NC(=S)Nc1ccc(Cl)cn1)c1cc([N+](=O)[O-])ccc1N1CCOCC1 | 0.0 | 2% | -4 | -16 | -16% | -2% | 15% | 53%[activator] | 8
CC(C)(C)NCC(O)Cn1cc(C=O)c2ccccc21 (stereo not given) | -0.4 | 2% | 1 | -24 | -23% | 27% | -2% | 57%[activator] | 0
COc1ccccc1C(=O)N1CCN(c2ccccn2)CC1 | 0.0 | -17% | 3 | 6 | -3% | -6% | -1% | 17% | .

(cont.)
SMILES | IL2 activator | GLP1R cytotox | D3 ag | DRD3 antagonist | PLK1 PBD inh | GLP1R ag | WRN helicase inh | GLP1R inv ag | PI5P4Ka inh
Cc1ccccc1NC(=O)C(C)OC(=O)C1CC(=O)N(Cc2ccco2)C1 (stereo not given) | 0.6 | 0% | -11 | -13 | 1% | -7% | -3% | 8% | 0
CN1CCN(CC(=O)O)CC1 | -1.2 | -1% | -14 | -6 | -5% | -17% | 1% | 0% | .
c1nc(NC2CCCCCC2)c2[nH]cnc2n1 | -2.3 | -1% | 3 | 10 | 2% | 3% | -5% | 7% | 2
CCOc1ccccc1NC(=O)CN1C(=O)C(C)SC(C)C1=O (stereo not given) | 0.0 | 3% | -3 | -11 | -15% | 0% | 3% | 32%[activator] | -5
CC(=O)[C@@H]1[C@@H](C)N(Cc2ccccc2)C(=O)N[C@H]1c1cccc(C(F)(F)F)c1 | -0.2 | 2% | 12 | 0 | 2% | 19% | 1% | -3% | 0
Cc1ccccc1-c1ccnc2[nH]n(-c3ccccc3)c(=O)c12 | 0.3 | 5%&-4% | 3&-2 | -28 | 1% | -1%&-4% | -2% | 19%&2% | 1
Cn1c(=O)n(C)c2cc(S(=O)(=O)Nc3ccccc3O)ccc21 | 0.8 | -16% | 2 | 6 | -1% | 3% | 4% | 16% | -11
COc1cc2oc3ccccc3c2cc1N(CC(=O)N(C)C)S(=O)(=O)c1ccc(C)cc1 | -0.4 | 2% | -1 | 27 | -3% | -3% | -6% | -3% | -6
Cn1c(SCc2c(F)cccc2Cl)nnc1-c1cnccn1 | 1.7 | -6% | -2 | 9 | 2% | 3% | -14% | -9% | -6
Cc1ccc(Cc2c(-c3ccc(F)cc3)nc3ccc(Br)cn23)cc1 | -0.2 | -13% | 1 | 10 | 2% | 13% | -8% | ? | -2
O=C(CNC(=O)c1ccc(Cl)cc1Cl)OCCOc1ccccc1F | 0.1 | -8% | 0 | 8 | 2% | 0% | 4% | 5% | -1
COc1cc(C2C(C(=O)OC(C)C)=C(C)Nc3[nH]c(=O)[nH]c(=O)c32)ccc1O (stereo not given) | -1.6 | 5% | 6 | 3 | -9% | 5% | -9% | 0% | .
Cc1ccc2c(C(=O)CSc3ccccc3)c(C)[nH]c2c1 | 0.1 | -2% | 2 | 8 | 11% | -2% | -13% | 7% | 1
O=C(c1ccco1)N1CCN(C(=O)C2CCCc3c2[nH]c2ccc(Cl)cc32)CC1 (stereo not given) | -0.8 | -3% | 4 | 6 | -5% | 0% | 6% | 5µM* | 0
COc1ccc2nc(C)cc(SCC(=O)N3CCCCC3)c2c1 | -0.1 | -6% | 2 | -11 | 4% | 20% | 2% | 18% | -8
Cc1ccnc(SC2CC(=O)N(c3ccccc3)C2=O)n1 (stereo not given) | -2.3 | 3% | -5 | -15 | -16% | 0% | -5% | 4% | -1
OCCNCC1(O)C2CC3CC(C2)CC1C3 (stereo not given) | 1.4 | 17% | 2 | -10 | 0% | -1% | 2% | 29% | .
Nc1nnn(CC(=O)N/N=C/c2ccccc2)n1 | 0.8 | 9% | -15 | -14 | 0% | -2% | 8% | 17% | 0
Cc1ccnc(Cc2ccccc2)n1 | -0.7 | -3% | 4 | 8 | -12% | 3% | 6% | 9% | -1
Cn1cc([C@]2(O)C(=O)Nc3ccc(Br)cc32)c2ccccc21 | -0.1 | -7% | 7 | 12 | 5% | . | -7% | -12% | 5
COc1ccc(N2C(=O)c3ccccc3C(C)(C)C2=O)cc1 | -0.9 | 0% | -5 | 14 | 4% | 21% | -4%[57.1 µM] | ? | 0
CN1C(C(=O)NCc2ccccc2)CC2Cn3c(nc4ccccc43)C21 (stereo not given) | 0.6 | 1% | 1 | 13 | -1% | -1% | 11% | 10% | -1
